# Compound activity as filed in PubChem.
# Hsp70 act = switches on Hsp70 transcription. HeLa Hsp70 promoter luciferase reporter, luminescence; scaled: vehicle 0, proteasome-inhibitor control 100%. activation, % at 10 µM. 200,000 compounds, 0.04% hits. AID 1203;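 active = activation above the mean across all tested compounds plus 3 SD, cutoff set per campaign, cut at about 5.5% in these data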;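 note: 100% = MG132 at 30 µM as the positive control and 0% = DMSO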
# Diaph act CS = diaphorase activation or chemical reduction counter-screen | Diaphorase/resazurin coupled assay, resorufin fluorescence, 16 min; active compounds read high; 1 = vehicle wells, 0 = NADH-free wells | AID 1229 | 190,000 compounds, 0.005% hits | activation factor at 20 µM;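 active = diaphorase activity raised at least twofold by the compound at 20 µM; inactive = activation factor below 2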
#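 Assay system: Purified diaphorase enzyme from Clostridium kluyveri | Amount: Enzyme 0.07 U/mL final | Dosing: Compound 20 µM once, DMSO 1% | Timing: 16 min reaction at room temperature | Detection: Fluorescence, excitation 544 nm and emission 590 nm | Evaluation: Higher resorufin formation from activation or reduction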
# APP transl inh = APP translation inhibition. AID 1285. inhibition, % at 2 µM. 190,000 compounds, 0.82% hits. SH-SY5Y APP 5'UTR-luciferase reporter, luminescence;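 active = inhibition above a set limit, derived from the sample mean plus 3 SD, cut at about 45% in these data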; note: values of inactives mirror those of a sister screen read the other way
# G6PDH CS = inhibits Leuconostoc G6PDH, flagging false hits in G6PDH-based assays; Purified L. mesenteroides G6PDH, diaphorase/resazurin coupled fluorescence, 45 min; inhibition, % at 5 µM; 200,000 compounds, 0.12% hits; in the data active = inhibition above about 50%
# STAT3 blocker = inhibitors of IL-6 induced STAT3 signaling; U3A cells, IL-6 STAT3-luciferase reporter, luminescence; host cell line lacks STAT1; inhibition, % at 5.5 µM; 190,000 compounds, 0.89% hits;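 active = inhibition above the mean inhibition across all screened compounds plus 3 SD, cut at about 44% in these data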;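 note: 0% = DMSO only wells and 100% = 100 µM nifuroxazide control wells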
# STAT3 act = activators of IL-6 induced STAT3 signaling. 190,000 compounds, 0.91% hits. activation (% of control), % at 5.6 µM. U3A cells, IL-6 STAT3-luciferase reporter, luminescence; 100% = signal with IL-6 EC80 alone;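 active = activation above the screen-wide mean of compound activation plus 3 SD, cut at about 130% in these data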;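 note: 0% = background luminescence of wells with medium and substrate only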
#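 Test system: STAT3-luciferase reporter U3A cells; Detection: reporter luminescence signal; Times: 1 h compound pre-exposure, 6 h IL-6 stimulation, 37 °C; Benchmarks: IL-6-only high control; Also added: IL-6 stimulus at 33 ng/mL final.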
# Diaph inh CS = diaphorase inhibition or chemical oxidation counter-screen. diaphorase resazurin-to-resorufin fluorescence, NADH, 16 min; bacterial (C. kluyveri) enzyme, not human. inhibition, % at 20 µM. 190,000 compounds, 0.69% hits;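 active = primary screen inhibition at 20 µM above a set limit, cut at about 50% in these data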;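 note: plate controls were DMSO with full reaction for no effect and wells lacking NADH for full effect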
#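 Benchmarks: positive control wells lacking NADH, neutral wells with DMSO only. System: bacterial diaphorase enzyme (C. kluyveri). Input: 0.14 U/mL diaphorase, enzyme working solution. Detection: resorufin fluorescence, excitation 544 nm, emission 590 nm. Times: 16-min room-temperature incubation before reading.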
# TLR4 MyD88 comp = TLR4-MyD88 interaction inhibition in cells. O00206+Q99836. HeLa CL3-4 TLR4/MyD88 BLA complementation, FRET ratio. inhibition, % at 8.4 µM. 200,000 compounds, 0.18% hits. AID 861; in the data active = inhibition above about 25%;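 note: 0% = vehicle and 100% = reference inhibitor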
# Target sequence (O00206 whole entry, looked up): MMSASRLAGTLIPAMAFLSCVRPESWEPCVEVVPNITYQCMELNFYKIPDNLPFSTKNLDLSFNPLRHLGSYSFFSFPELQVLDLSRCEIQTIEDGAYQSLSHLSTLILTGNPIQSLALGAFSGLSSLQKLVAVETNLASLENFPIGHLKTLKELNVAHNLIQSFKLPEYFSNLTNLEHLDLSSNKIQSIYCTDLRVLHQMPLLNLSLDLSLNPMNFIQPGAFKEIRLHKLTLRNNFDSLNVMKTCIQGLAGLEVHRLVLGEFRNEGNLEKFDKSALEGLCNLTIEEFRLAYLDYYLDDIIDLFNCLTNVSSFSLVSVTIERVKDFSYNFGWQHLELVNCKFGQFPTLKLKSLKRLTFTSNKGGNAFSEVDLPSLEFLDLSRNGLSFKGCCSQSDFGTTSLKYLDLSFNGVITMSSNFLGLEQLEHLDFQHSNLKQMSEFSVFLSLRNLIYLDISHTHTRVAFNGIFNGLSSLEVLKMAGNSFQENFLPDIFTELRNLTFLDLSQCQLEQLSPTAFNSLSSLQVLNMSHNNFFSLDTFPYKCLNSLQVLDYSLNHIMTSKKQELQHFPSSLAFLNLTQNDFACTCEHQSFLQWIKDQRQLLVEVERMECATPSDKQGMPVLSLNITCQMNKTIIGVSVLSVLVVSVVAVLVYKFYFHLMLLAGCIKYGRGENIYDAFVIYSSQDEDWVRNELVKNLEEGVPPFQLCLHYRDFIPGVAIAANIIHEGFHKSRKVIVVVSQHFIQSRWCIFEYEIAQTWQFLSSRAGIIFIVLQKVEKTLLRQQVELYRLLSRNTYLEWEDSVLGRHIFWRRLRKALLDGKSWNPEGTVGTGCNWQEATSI
# Target sequence (Q99836 whole entry, looked up): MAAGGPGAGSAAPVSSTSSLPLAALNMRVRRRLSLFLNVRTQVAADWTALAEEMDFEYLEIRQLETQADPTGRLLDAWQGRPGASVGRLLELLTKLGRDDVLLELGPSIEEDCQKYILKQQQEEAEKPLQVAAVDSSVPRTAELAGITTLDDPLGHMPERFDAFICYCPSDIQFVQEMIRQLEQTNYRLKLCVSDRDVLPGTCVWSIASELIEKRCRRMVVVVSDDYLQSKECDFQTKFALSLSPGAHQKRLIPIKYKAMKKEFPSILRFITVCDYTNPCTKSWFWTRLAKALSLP
# STAT1 act = STAT1 signaling activation; NIH 3T3 STAT1-luciferase reporter, IFN-gamma, luminescence; 100% = IFN-gamma alone, no compound; activation (% of control), % at 5.5 µM; 200,000 compounds, 2.6% hits;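 active = activation above the screen-wide mean activation plus 3 SD, cut at about 130% in these data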;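 note: raw ratio to IFN-gamma control signal so 100% means no change and 0% no light; values of inactives mirror those of a sister screen read the other way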
# STAT1 blocker = STAT1 signaling inhibition. NIH 3T3 STAT1-luciferase reporter, IFN-gamma, luminescence. inhibition, % at 5.5 µM. 200,000 compounds, 0.35% hits. AID 920;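 active = inhibition above a set limit, the mean inhibition across all tested compounds plus 3 SD, cut at about 34% in these data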;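 note: 0% = IFN-gamma with DMSO and 100% = IFN-gamma with 300 µM nifuroxazide; values of inactives mirror those of a sister screen read the other way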
# * marks the source's active call; other numbers are inactive results; / = not tested or not shown. This is a random part of the collection. About 6.1% of those tested had a hit in this group.
SMILES,Hsp70 act,Diaph act CS,APP transl inh,G6PDH CS,STAT3 blocker,STAT3 act,Diaph inh CS,TLR4 MyD88 comp,STAT1 act,STAT1 blocker
CC(C)c1ccc(CNc2cc(N3CCCC3)ccc2[N+](=O)[O-])cc1,0.1,0.8,17,-4,16,96,22,11,92,9
O=Cc1cc(N=Nc2ccccc2Cl)ccc1O,0.1,0.8,-4,6,37,72,22,-3,120,-23
Cc1ccc(NC(=O)c2cc(-c3ccc(C)o3)nc3ccccc23)nc1,-0.3,0.8,1,-46,0,104,22,-14,91,10
CCCCn1c(SCC(=O)c2ccc(OC)c(OC)c2)nc2cc(S(N)(=O)=O)ccc21,-0.1,0.8,-18,0,4,100,24,4,101,-1
O=C(NCC12CC3CC(CC(C3)C1)C2)c1nn2cccnc2c1Cl,-0.3,0.9,1,13,-10,106,13,4,100,0
Cc1cccc(OCC(=O)Nc2ccc(N3CCN(S(C)(=O)=O)CC3)cc2)c1,-0.3,0.9,2,0,19,91,10,-5,92,9
COC(=O)c1cn(NC(=O)/C=C/c2cc(OC)ccc2OC)c(=O)c2ccccc12,-0.3,0.9,2,3,0,98,12,-8,102,0
CC(C)(C)NS(=O)(=O)c1ccc(NS(=O)(=O)c2ccc(F)cc2)cc1,0.0,1,7,2,-1,105,-5,-2,112,-13
CC(C)C(NC(=O)c1ccccc1)C(=O)NC1=NCCS1 (centres undefined),0.1,0.8,-14,-5,5,99,17,3,98,2
CCN(CC)S(=O)(=O)c1ccc(Cl)c(NC(=O)COC(=O)c2c(C)noc2C)c1,-0.2,1,-3,-4,1,98,-4,5,87,15
O=C(NCCOc1ccc(Cl)cc1)C(=O)NCC1CCCO1 (centres undefined),-0.1,0.5,16,10,5,100,51*,-9,94,5
Cc1cccc(C2c3[nH]c4ccccc4c3CCN2C(=O)c2noc3c2CCCC3)n1 (centres undefined),-0.2,0.6,-6,10,-12,115,35,-1,91,9
O=C(O)C1CCCCC1C(=O)NCCCn1ccnc1 (centres undefined),0.1,1,-9,16,-15,110,5,-5,103,-3
Cc1c(-n2cc(C(=O)c3cc(F)ccc3O)cc(C#N)c2=O)c(=O)n(-c2ccccc2)n1C,-0.3,1.1,-18,8,-5,105,-7,1,105,-7
CCC(Sc1nc(-c2ccccc2)c(C#N)c(=O)[nH]1)C(=O)Nc1nnc(C)s1 (centres undefined),-0.4,1,-11,-7,21,91,-2,-4,97,4
Cc1c(NC(=O)CSc2n[nH]c(-c3ccccc3)n2)c(=O)n(-c2ccccc2)n1C,-0.5,1,4,5,2,99,4,-1,100,-2
O=C(c1ccco1)N(Cc1ccccc1)c1cccc([N+](=O)[O-])c1,0.2,0.9,-14,19,-19,119,8,2,96,3
CC1CN(C(=O)/C(C#N)=C2\N=C(NC(=O)c3ccccc3Cl)c3ccccc32)CC(C)O1 (centres undefined),-0.4,0.9,2,-12,8,92,10,-8,98,5
CCOC(=O)c1cnc(N)nc1C(F)(F)F,0.3,0.9,7,7,-19,122,12,1,101,-4
O=C(CNC(=O)c1ccccc1O)N/N=C/c1ccccn1,-0.1,1.1,18,6,0,104,-7,5,98,4
O=C(CSCc1c(Cl)cccc1Cl)NCc1ccco1,-0.2,1,-19,-1,12,93,4,9,100,-2
O=P(COCCOCP(=O)(c1ccccc1)c1ccccc1)(c1ccccc1)c1ccccc1,0.0,1,1,8,6,101,4,-21,99,1
CCOc1ccccc1NC(=O)C(=O)N/N=C/c1cc(Br)ccc1O,-0.2,1,59*,3,22,85,-2,4,103,-3
O=C(Cn1nnc(-c2ccc(Cl)cc2)n1)NC1CCN(Cc2ccccc2)CC1,-0.3,1.1,0,12,18,91,-11,4,100,0
O=C(CCc1nnc(COc2ccccc2)o1)NCc1ccccc1C(F)(F)F,-0.2,0.9,-7,4,-4,107,8,16,110,-13
COC(=O)c1c(-n2cnnn2)sc(C)c1C,-0.1,1.1,15,3,5,99,-6,-16,90,11
COc1ccc2nc(N=NC3=C(O)CC(C)(C)CC3=O)sc2c1,-0.2,1,18,-2,-29,125,-1,7,90,9
O=C(O)/C=C/c1ccc2ccccc2n1,0.3,1,-2,5,7,97,5,3,94,5
Cc1ccc(N(CC(=O)NCCc2ccccc2)S(=O)(=O)c2c(C)noc2C)cc1,0.0,1.1,13,-3,5,102,-6,-4,100,0
CN1CCN(S(=O)(=O)c2ccc(NC(=O)c3cccc(S(=O)(=O)N4CCCC4)c3)cc2)CC1,-0.4,0.9,-2,6,9,96,10,11,98,2

# Grouped by structure: the entries above with a CF3 group.
SMILES,Hsp70 act,Diaph act CS,APP transl inh,G6PDH CS,STAT3 blocker,STAT3 act,Diaph inh CS,TLR4 MyD88 comp,STAT1 act,STAT1 blocker
CCOC(=O)c1cnc(N)nc1C(F)(F)F,0.3,0.9,7,7,-19,122,12,1,101,-4
O=C(CCc1nnc(COc2ccccc2)o1)NCc1ccccc1C(F)(F)F,-0.2,0.9,-7,4,-4,107,8,16,110,-13

# New compounds follow:
SMILES,Hsp70 act,Diaph act CS,APP transl inh,G6PDH CS,STAT3 blocker,STAT3 act,Diaph inh CS,TLR4 MyD88 comp,STAT1 act,STAT1 blocker
O=C(Cc1c(C(=O)O)[nH]c2ccccc12)Nc1ccc2c(c1)OCO2,-0.4,0.8,-18,8,9,97,18,-7,98,2
CCC(C)NCCOc1ccc(C)cc1[N+](=O)[O-] (centres undefined),0.3,0.9,-16,13,9,96,14,-3,107,-9
COCCCN=C1NN=C(c2cc(C)n(-c3ccccc3)c2C)CS1,3.1,0.9,-4,6,-13,121,15,-2,111,-12
CCC(=O)NC(C)C(c1cccs1)N1CCOCC1 (centres undefined),-0.2,/,-2,/,5,99,/,-4,100,-1
COc1ccc(N(C)C(=O)CC2(CC(=O)O)CCCCC2)cc1,-0.1,0.9,-14,21,6,101,13,3,100,-1
CCn1c(SC2CCOC2=O)nnc1-c1ccc(Cl)cc1 (centres undefined),-0.3,0.8,-4,-1,-2,106,16,-9,105,-7
Cc1cccc(OCC(=O)OCC(=O)c2c(N)n(C)c(=O)n(C)c2=O)c1C,-0.2,0.8,-20,-32,3,97,16,-9,100,-1
CCOc1ccc(-n2c(SCC(=O)Nc3nccs3)nc3c(c2=O)SCC3)cc1,-0.3,0.9,-12,-8,-8,106,9,6,104,-3
O=C(NC1CC1)C1CCN(c2ncnc3c2sc2cccc(F)c23)CC1,-0.2,0.8,-2,0,19,91,19,-16,91,10
CCOC(=O)N1CCC(N2CCCC(C(=O)c3cc(F)ccc3OC)C2)CC1 (centres undefined),0.1,0.9,1,14,6,99,14,-6,105,-7
CCOC(=O)CNC(=O)N1CCCC(CNS(=O)(=O)c2cccs2)C1 (centres undefined),-0.1,0.9,3,6,4,101,6,-14,95,4
CN(C)c1ccc(CNC23CC4CC(CC(C4)C2)C3)cc1,-0.1,/,2,/,0,104,/,10,99,1
CCOC(=O)c1ccc(N/C=C2\CCCCC2=O)cc1,1.1,0.9,-31,8,-4,110,9,-18,115,-16
COc1ccc(-c2c(O)c(C#N)c(-c3ccccc3)n(-c3ccc(OC)cc3)c2=O)cc1,-0.4,1,-3,6,8,95,0,-6,98,2
CCN1CCN(CC(=O)N2N=C(c3ccc(OC)cc3)CC2c2ccc(OC)cc2)C(=O)C1=O (centres undefined),-0.3,1.1,-5,6,10,101,-7,3,95,4
Oc1ccc(N2CCN(C(c3ccncc3)c3nnnn3C3CCCC3)CC2)cc1 (centres undefined),-0.5,0.7,-4,17,-4,107,32,5,106,-6
COc1ccc2nc(C)cc(SCC(=O)Nc3c(C)cc(C)cc3C)c2c1,0.0,1,13,3,24,88,1,5,101,-1
Cc1ccc2nc3c(cc2c1)c(NC(=O)c1cccnc1)nn3C,0.1,0.9,5,-5,4,99,9,-3,104,-4
O=C(CNCc1ccc(F)cc1)Nc1ccccc1-c1ccccc1,-0.4,0.9,-2,9,11,94,15,-1,104,-4
C#CC[N+]1(CC#Cc2ccccc2)CCCCC1,-0.2,0.9,14,1,-5,105,9,0,95,5
COc1ccccc1Nc1nc(Cl)nc(NC(C)(C)C)n1,-0.1,0.9,-1,2,5,96,13,0,96,5
CSc1nc2nc3c(cc2c(=O)n1-c1ccccc1)COC(C)(C)C3,-0.1,0.8,-16,14,8,98,19,6,92,8
CCC(C)c1c(O)nc(SCC(=O)N2CCOCC2)[nH]c1=O (centres undefined),0.0,0.9,-5,3,1,103,13,19,100,0
O=C(CN1CCCCCC1)Nc1cccc(Br)c1,0.0,0.9,-12,-4,2,101,5,10,104,-4
O=C(C1CCCO1)N1CCN(C(=S)Nc2ccc(F)c(Cl)c2)CC1 (centres undefined),-0.1,1.1,5,14,15,93,-11,-8,96,2
CCn1c(=O)n(-c2ccc(Cl)cc2)c(=O)c2c3c(sc21)COC(C)(C)C3,-0.2,1,-1,0,13,93,1,-7,97,4
Cc1cc2cc(C)c3nnc(SCC(=O)NCc4ccc5c(c4)OCO5)n3c2cc1C,-0.3,0.6,-4,6,24,88,38,-1,103,-3
C=C(C)C1CC=C(C)/C(=N/NC(=O)C2CC2c2ccccc2)C1 (centres undefined),-0.4,1,4,4,-3,104,-3,-20,106,-7
CCOc1ccc2nc(NC(=O)/C=C/c3ccc4c(c3)OCO4)sc2c1,-0.2,0.9,-6,11,7,96,6,16,106,-7
CN1CCN(CC(=O)Nc2ccc(OCc3ccccc3)cc2)CC1,0.0,0.9,-33,8,-15,110,7,6,113,-14
O=C(Nc1cccnc1)c1ccc(N2CCCC2)c([N+](=O)[O-])c1,0.0,0.9,-3,1,4,99,11,14,110,-12
COc1ccc(/C=C2/SC(=O)N(CCC(=O)Nc3ccc(S(=O)(=O)Nc4nccs4)cc3)C2=O)cc1,0.0,0.9,-11,-19,-1,102,12,-3,105,-5
CCSc1nc2c(c(=O)[nH]c(=O)n2C)n1Cc1ccc(Cl)cc1,-0.5,0.9,-10,-2,-3,106,8,-3,96,4
O=C(COc1ccc([N+](=O)[O-])cc1Cl)NCCc1ccccc1,-0.2,1,11,2,1,99,2,-11,98,2
CCCN1C(=O)/C(=C/c2ccc(OCC(=O)OCC)cc2)NC1=S,0.2,0.9,3,-1,10,99,9,-7,102,-4
CCOc1ccc(OCC(=O)Nc2ccc(S(N)(=O)=O)cc2)cc1,-0.4,0.9,2,5,6,97,10,6,101,-3
CCCNC(=O)COc1ccccc1[N+](=O)[O-],0.5,1,-6,8,-12,108,4,-4,112,-13
